CAL PDZ FP-1 – inhibitors of human CAL PDZ peptide binding; Q9HD26; inhibition, % at 20 µM; purified CAL PDZ, TMR-peptide fluorescence polarization, 1 h; 0.02% of 330,000 active; AID 504414;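 active = highest replicate inhibition of at least 40%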;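 also: plate controls were DMSO neutral control wells for no effect and unlabeled competitor peptide control wells for full effect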
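Material: tagged CAL PDZ domain; buffer or medium: 25 mM sodium phosphate pH 7.4, 150 mM NaCl, TCEP, IgG, Thesit; compound dosing: single point, 20 µM; schedule: 1 h incubation at room temperature before polarization reading; measured by: FP readout, S and P plane fluorescence; read-out basis: percent inhibition from loss of millipolarization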
MITF TRPM1 HTS – activators of MITF-driven TRPM1 promoter activity in SK-MEL-5 cells | 0.75% of 300,000 active | SK-MEL-5 TRPM1-promoter luciferase, 24 h; % of positive control, neutral wells = 0 | AID 588334 | activation, % at 12.5 µM;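 active = mean activation of at least 80% with every replicate also reaching 80%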;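 also: 0% = neutral control wells and 100% = parthenolide positive control wells; values of inactives mirror those of a sister screen read the other way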
SR-BI uptake up – SR-BI HDL lipid transfer activation. CHO ldlA[mSR-BI] cells, DiI-HDL uptake fluorescence, 3 h; 100 = double the neutral-control signal. 0.096% of 320,000 active. AID 504775. activation, % at 12.5 µM;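 active = mean replicate activation of at least 60% and every replicate at or above 60%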;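 also: 0% = median plate neutral-control signal and 100% = twice that signal; values of inactives mirror those of a sister screen read the other way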
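System: CHO ldlA[mSR-BI] cells / Medium: HEPES-buffered (25 mM, pH 7.4) F12 plus 0.5% BSA / Probe or stimulus: labelled HDL, 10 µg/mL / Doses: single compound concentration, delivered by pin transfer / Schedule: 3 h, 37 °C / Measured by: DiI fluorescence, bottom read / Measure: cell-associated DiI fluorescence as measure of HDL uptake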
PfHsp90 set2 – growth inhibition of yeast expressing Plasmodium Hsp90; 0.32% of 310,000 active; inhibition, % at 9.4 µM; S. cerevisiae expressing PfHsp90, BacTiter-Glo ATP, 48 h; yeast lacking PDR1 and PDR3 efflux regulators;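 active = every replicate shows inhibition above about 80%, whatever the replicate mean, limit read from the data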;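 also: 0% = DMSO neutral controls and 100% = 20 µM radicicol positive controls; yeast relying on Plasmodium falciparum Hsp90 in place of its own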
PvdQ inh – P. aeruginosa PvdQ acylase inhibition; purified PvdQ acylase, fluorescence plate reader; inhibition, % at 10 µM; 0.063% of 340,000 active; in the data active = inhibition above about 30%, passing the limit was not always enough;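 also: 0% = vehicle neutral wells and 100% = reference inhibitor wells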
dFosB activator – mouse delta FosB homodimer activation. purified delta FosB, TAMRA-CDK5 oligo fluorescence polarization; percent of positive-control signal above neutral wells. activation, % at 25 µM. 0.99% of 340,000 active. AID 493131;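 active = mean activation above about 17%, with every replicate also reaching it, limit read from the data, passing the limit was not always enough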;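 also: fluorescence polarization rise as delta FosB binds a TAMRA Cdk5 AP-1 oligo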
Target sequence (P13346 whole entry, looked up): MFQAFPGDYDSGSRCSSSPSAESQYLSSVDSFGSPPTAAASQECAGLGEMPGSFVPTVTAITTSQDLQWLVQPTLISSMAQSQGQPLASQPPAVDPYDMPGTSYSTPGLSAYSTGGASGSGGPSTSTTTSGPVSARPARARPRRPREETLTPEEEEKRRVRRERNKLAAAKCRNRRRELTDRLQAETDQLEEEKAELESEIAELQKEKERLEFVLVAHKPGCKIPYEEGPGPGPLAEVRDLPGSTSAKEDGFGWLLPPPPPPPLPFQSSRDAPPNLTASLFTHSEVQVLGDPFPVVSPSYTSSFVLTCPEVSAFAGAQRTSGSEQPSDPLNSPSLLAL
CAL PDZ FP-2 – blocks peptide binding to the human CAL PDZ domain; purified CAL PDZ, TMR-peptide fluorescence polarization, 1 h; inhibition, % at 24.9 µM; 0.92% of 300,000 active; AID 602252;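 active = mean inhibition of at least 30% with at least half of replicates also reaching 30%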;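 also: 0% = DMSO neutral control and 100% = excess unlabeled competitor peptide PRC23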
Rtt109 Vps75 – blocks Candida albicans Rtt109/Vps75 acetyltransferase activity. Q5AAJ8. purified Rtt109/Vps75, ThioGlo CoA-SH fluorescence, 4 h. inhibition, % at 34.9 µM. 0.16% of 330,000 active. AID 540336;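 active = inhibition of at least 50% in every replicate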
NSD2 inh – NSD2 (human) methyltransferase inhibition | O96028 | NSD2 peptide methylation, AlphaScreen, 120 min | inhibition, % at 12.5 µM | 0.54% of 310,000 active | AID 743445; in the data active = inhibition above about 50%
SR-BI DiI inh – mouse SR-BI HDL lipid transfer inhibition. 0.96% of 320,000 active. ldlA[mSR-BI] CHO cells, DiI-HDL uptake fluorescence, 3 h. inhibition, % at 12.5 µM. Q61009. AID 488896;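 active = mean replicate inhibition of at least 70% and a set share of replicates each scoring 70 or more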;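 also: 0% = median of neutral control wells and 100% = median of positive control wells; values of inactives mirror those of a sister screen read the other way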
Target sequence (Q61009 whole entry, looked up): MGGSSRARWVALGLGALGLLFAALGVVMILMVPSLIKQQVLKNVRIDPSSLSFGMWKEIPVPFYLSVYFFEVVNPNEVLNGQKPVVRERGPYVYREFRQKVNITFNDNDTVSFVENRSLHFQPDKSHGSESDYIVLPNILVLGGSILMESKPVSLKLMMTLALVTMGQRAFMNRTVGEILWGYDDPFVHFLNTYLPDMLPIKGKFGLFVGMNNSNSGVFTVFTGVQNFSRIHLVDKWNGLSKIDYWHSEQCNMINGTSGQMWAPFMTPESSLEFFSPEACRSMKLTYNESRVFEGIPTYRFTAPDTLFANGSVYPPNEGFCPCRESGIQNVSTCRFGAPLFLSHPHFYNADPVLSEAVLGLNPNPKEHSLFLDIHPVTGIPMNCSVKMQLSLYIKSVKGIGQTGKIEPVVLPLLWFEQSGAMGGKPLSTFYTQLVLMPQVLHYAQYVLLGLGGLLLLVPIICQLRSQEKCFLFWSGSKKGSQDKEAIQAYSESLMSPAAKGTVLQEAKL
* hit, by the source's call; x = no result given.

Letters – A = CAL PDZ FP-1; B = MITF TRPM1 HTS; C = SR-BI uptake up; D = PfHsp90 set2; E = PvdQ inh; F = dFosB activator; G = CAL PDZ FP-2; H = Rtt109 Vps75; I = NSD2 inh; J = SR-BI DiI inh
N#CC1=C(N)Oc2nc(-c3ccccc3)[nH]c2C1c1cccnc1 (stereo unspecified)
  A: -0.5 | B: -5 | C: 32 | D: -6 | E: 7 | F: -6 | G: -2 | H: 4 | I: -2 | J: -32

Cc1cc(C)c2oc(C(=O)NC3CCS(=O)(=O)C3)cc(=O)c2c1 (stereo unspecified)
  A: -2.6 | B: 4 | C: 26 | D: 14 | E: -4 | F: -9 | G: -4 | H: -3 | I: 1 | J: -26

O=C(OCc1cccc(Cl)c1)c1cc([N+](=O)[O-])ccc1N1CCOCC1
  A: 1.2 | B: 5 | C: -55 | D: -19 | E: -1 | F: -9 | G: 0 | H: -4 | I: 1 | J: 55

CCOc1ccc(NC(=O)CSc2n[nH]c(N)n2)c([N+](=O)[O-])c1
  A: -0.4 | B: 5 | C: 10 | D: -8 | E: -4 | F: -1 | G: -2 | H: -5 | I: 0 | J: -10

CCOC(=O)c1nnc(-c2ccccc2)nc1Sc1c(Cl)cccc1Cl
  A: -0.8 | B: -9 | C: -20 | D: x | E: -1 | F: -8 | G: 0 | H: -5 | I: 1 | J: 20

COc1ccc(N2CC(C(=O)NNC(=O)c3ccc(Br)cc3)CC2=O)c(OC)c1 (stereo unspecified)
  A: -2.2 | B: -3 | C: -57 | D: 8 | E: -13 | F: -8 | G: -5 | H: -3 | I: -3 | J: 57

CCOC(=O)Cn1nc(C)c(NC(=O)COc2ccccc2)c1C
  A: -3.4 | B: 0 | C: 33 | D: 7 | E: -11 | F: -1 | G: 0 | H: x | I: -1 | J: -33

CCOC(=O)C(NC(=O)Nc1ccc(Cl)cn1)(Oc1ccccc1)C(F)(F)F (stereo unspecified)
  A: -0.5 | B: 1 | C: 7 | D: -18 | E: -15 | F: -13 | G: -3 | H: -2 | I: 2 | J: -7

Cc1ccc(C(=O)Oc2ccccc2N2C(=O)C3CCC(C)CC3C2=O)cc1 (stereo unspecified)
  A: -1.6 | B: x | C: 24 | D: -5 | E: -13 | F: -5 | G: -5 | H: 9 | I: 2 | J: -24

CC12CCC(O)CC1=CCC1C2CCC2(C)c3[nH]ncc3CC12 (stereo unspecified)
  A: -2.5 | B: -9 | C: 41 | D: x | E: -11 | F: -24 | G: x | H: -2 | I: x | J: -41

Cc1cc(C)cc(NC(=O)NCc2ccccn2)c1
  A: 1.2 | B: -4 | C: 17 | D: -4 | E: 3 | F: -6 | G: 0 | H: 12 | I: 0 | J: -17

COC1C/C(=N\O)C2OC(c3ccccc3)OCC2O1 (stereo unspecified)
  A: -1.0 | B: 4 | C: 1 | D: -24 | E: -3 | F: -1 | G: -1 | H: 0 | I: -3 | J: -1

CCOc1ccc(C(=O)Nc2cc(C)c3c(=O)oc4ccccc4c3n2)cc1
  A: -0.9 | B: -5 | C: 14 | D: -23 | E: -10 | F: -15 | G: x | H: -2 | I: x | J: -14

O=C(Nc1ccccc1C(F)(F)F)N1CCCC(O)C1 (stereo unspecified)
  A: 0.0 | B: 5 | C: -2 | D: -7 | E: -19 | F: 8 | G: 1 | H: 11 | I: -4 | J: 2

Cc1ccc(-c2csc(NC(=O)CSC3=NCCS3)n2)cc1
  A: -2.0 | B: x | C: -33 | D: -29 | E: -6 | F: -6 | G: -4 | H: -11 | I: -1 | J: 33

The list continues:
Letters – A = CAL PDZ FP-1; B = MITF TRPM1 HTS; C = SR-BI uptake up; D = PfHsp90 set2; E = PvdQ inh; F = dFosB activator; G = CAL PDZ FP-2; H = Rtt109 Vps75; I = NSD2 inh; J = SR-BI DiI inh
COC(=O)C1=C(C(=O)OC)[C@@H]2N(C)c3ccc(OC)cc3[C@@]23C[C@@H](C(=O)OC)N(S(=O)(=O)c2ccc([N+](=O)[O-])cc2)C3=N1
  A: 1.7 | B: -14 | C: 0 | D: -21 | E: 2 | F: 5 | G: -1 | H: 1 | I: x | J: 0

CN(C)C(=O)c1ccc(-c2cc3onc(-c4ccccc4)c3c(=O)n2C)cc1
  A: -0.4 | B: 69 | C: -7 | D: x | E: -5 | F: -3 | G: 0 | H: 1 | I: x | J: 7

C=CC(C)(O)CCC=C(C)C (stereo unspecified)
  A: 0.3 | B: -2 | C: 18 | D: -5 | E: 10 | F: -5 | G: 1 | H: 7 | I: x | J: -18

O=c1c(Cc2c(F)cccc2Cl)c(O)ccn1C1CC1
  A: -0.2 | B: 19 | C: 6 | D: -4 | E: -4 | F: 5 | G: -2 | H: -7 | I: -3 | J: -6

COc1ccc(C(=O)N2CC3(CC(c4ccc(Cl)cc4)=NO3)C[C@H]2C(=O)NCC(N)=O)cc1 (stereo partly specified)
  A: -0.6 | B: 1 | C: 20 | D: 2 | E: -13 | F: -3 | G: -3 | H: 0 | I: x | J: -20

CC(C)(C)OC(=O)N[C@@H](C(=O)OC(C)(C)C)c1ccccc1
  A: 0.4 | B: 1 | C: -27 | D: 12 | E: 1 | F: -1 | G: -2 | H: -2 | I: x | J: 27

CC[n+]1cccc(-c2nc3ccccc3s2)c1
  A: -0.2 | B: -4 | C: 39 | D: 9 | E: -11 | F: -4 | G: 2 | H: -16 | I: -1 | J: -39

A run of entries taken from the entries so far, for reference:
Letters – A = CAL PDZ FP-1; B = MITF TRPM1 HTS; C = SR-BI uptake up; D = PfHsp90 set2; E = PvdQ inh; F = dFosB activator; G = CAL PDZ FP-2; H = Rtt109 Vps75; I = NSD2 inh; J = SR-BI DiI inh
COC1C/C(=N\O)C2OC(c3ccccc3)OCC2O1 (stereo unspecified)
  A: -1.0 | B: 4 | C: 1 | D: -24 | E: -3 | F: -1 | G: -1 | H: 0 | I: -3 | J: -1

CCOc1ccc(C(=O)Nc2cc(C)c3c(=O)oc4ccccc4c3n2)cc1
  A: -0.9 | B: -5 | C: 14 | D: -23 | E: -10 | F: -15 | G: x | H: -2 | I: x | J: -14

O=C(Nc1ccccc1C(F)(F)F)N1CCCC(O)C1 (stereo unspecified)
  A: 0.0 | B: 5 | C: -2 | D: -7 | E: -19 | F: 8 | G: 1 | H: 11 | I: -4 | J: 2

Cc1ccc(-c2csc(NC(=O)CSC3=NCCS3)n2)cc1
  A: -2.0 | B: x | C: -33 | D: -29 | E: -6 | F: -6 | G: -4 | H: -11 | I: -1 | J: 33

COC(=O)C1=C(C(=O)OC)[C@@H]2N(C)c3ccc(OC)cc3[C@@]23C[C@@H](C(=O)OC)N(S(=O)(=O)c2ccc([N+](=O)[O-])cc2)C3=N1
  A: 1.7 | B: -14 | C: 0 | D: -21 | E: 2 | F: 5 | G: -1 | H: 1 | I: x | J: 0

CN(C)C(=O)c1ccc(-c2cc3onc(-c4ccccc4)c3c(=O)n2C)cc1
  A: -0.4 | B: 69 | C: -7 | D: x | E: -5 | F: -3 | G: 0 | H: 1 | I: x | J: 7

C=CC(C)(O)CCC=C(C)C (stereo unspecified)
  A: 0.3 | B: -2 | C: 18 | D: -5 | E: 10 | F: -5 | G: 1 | H: 7 | I: x | J: -18

O=c1c(Cc2c(F)cccc2Cl)c(O)ccn1C1CC1
  A: -0.2 | B: 19 | C: 6 | D: -4 | E: -4 | F: 5 | G: -2 | H: -7 | I: -3 | J: -6

Screens from PubChem.

Rows are unselected, and some 4.3% of all compounds hit somewhere here.
